Cneo AK release = Cryptococcus neoformans cell lysis inducers, primary screen, AK release luminescence, single concentration; C. neoformans lysis, adenylate kinase release luminescence, 4 h; normalised: neutral wells 0, clomiphene wells 100; lysis activity, % at 15 µM; hit rate 0.2% among 360,000; AID 651654, 2012;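 active = mean lysis activity across replicates of at least 80%, whatever share of replicates individually reach that level; inactive = mean lysis activity below 80%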
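Assay system: Cryptococcus neoformans yeast cells / Dosing: single-point compound dose / Timing: 4 h at 37 °C static, read 1 h later / Measured by: luminescence of released adenylate kinase using an AK detection reagent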
S100A4 MyoIIA = inhibitors of S100A4-myosin IIA peptide binding, primary screen, biochemical, fluorescence polarization, TAMRA-MyoIIA peptide. Protein S100-A4 (Homo sapiens), P26447. inhibition, % at 10.7 µM. hit rate 0.14% among 360,000;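 active = mean inhibition of at least 70% across replicates, with every replicate also reaching that level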
Target sequence (P26447 whole entry, looked up): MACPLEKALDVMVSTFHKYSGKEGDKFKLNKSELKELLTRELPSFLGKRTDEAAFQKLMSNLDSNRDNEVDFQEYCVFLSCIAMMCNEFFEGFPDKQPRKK
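Test system: S100A4 monomer protein; Medium: HEPES pH 7.2 with CaCl2, KCl, NaCl, DTT, Triton; Probe or stimulus: TAMRA-labelled myosin IIA heavy-chain peptide probe, 5 nM; Doses: one dose per compound; Times: polarization read 5 min after assay mix addition, stable 5–60 min; Benchmarks: neutral control DMSO, positive control TFP.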
C2C12 statin = suppressors of statin myotoxicity in C2C12 myotubes, primary screen, cell-based, single point, plate reader; C2C12 myotubes + simvastatin, ATP luminescence, 48 h; scaled: DMSO 0, geranylgeraniol control 100; rescue of ATP level, % at 7.49 µM; hit rate 0.78% among 330,000;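 active = mean ATP rescue above about 67%, or every replicate alone reaching that limit, limit read from the data, passing the limit was not always enough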;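 also: myotubes were challenged with 10 µM simvastatin during compound exposure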
XiGFP reactiv = activators of inactive X chromosome reactivation, primary screen, imaging, XiGFP fibroblasts, GFP high-content imaging, set 2; activation, % at 7.58 µM; AID 743238, 2013; hit rate 0.055% among 360,000; XiGFP mouse fibroblasts, % GFP-positive cells imaging, 3 d; cells co-treated with 5-aza-dC sensitizer; scaled so ellipticine positive control = 100%;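 active = mean normalized replicate activation at least 10% and every replicate at or above 10%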;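 also: 0% = median of on-plate neutral control wells and 100% = ellipticine 6 µM median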
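System: 68-5-11 XiGFP fibroblast line; Timing: 3 days compound exposure; Compound dosing: one concentration, pinned; Benchmarks: positive control ellipticine, 6 µM final; Buffer or medium: DMEM containing 5-aza-dC.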
ERAP1 inh = human ERAP1 aminopeptidase inhibitors, primary screen, biochemical, single point, plate reader; inhibition, % at 10.7 µM; recombinant ERAP1, Leu-AMC fluorescence, 60 min; Endoplasmic reticulum aminopeptidase 1 (Homo sapiens), Q9NZ08; hit rate 0.15% among 340,000;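 active = mean replicate inhibition of at least 30%, or all replicates individually reaching that 30% level; inactive = mean below 30% and not every replicate reaching it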;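 also: 0% = neutral control wells and 100% = L-leucinethiol positive control wells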
PGC1a acetyl inh = inhibitors of PGC1a acetylation signal, primary screen, cell-based, U2OS, AlphaScreen, inhibitor mode | AlphaScreen anti-acetyl-lysine; with virally co-expressed GCN5 acetyltransferase | inhibition, % at 15.6 µM | hit rate 0.17% among 350,000;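 active = every replicate shows inhibition of at least 40%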;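 also: 0% = neutral control wells and 100% = positive control wells; some results beyond the cut were filed as inactive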
LGR2 antag = inhibitors of bursicon-induced LGR2 CRE-luciferase signal, primary screen, cell-based, HEK293, CRE-luciferase reporter, bursicon stimulation | Drosophila bursicon receptor LGR2 (rickets) | AID 720647, 2013 | inhibition, % at 9.99 µM | bursicon-stimulated, 4 h | hit rate 0.35% among 380,000;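 active = drop in luminescence signal, shown as inhibition above about 50% in the replicate tests, limit read from the data, passing the limit was not always enough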;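 also: agonist challenge used bursicon conditioned medium at about half maximal strength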
SIRT5 inh = SIRT5 desuccinylase inhibitors, primary screen, biochemical, fluorescence imaging, single point, set 5 | hit rate 1.1% among 330,000 | NAD-dependent protein deacylase sirtuin-5, mitochondrial (Homo sapiens), Q9NXA8 | inhibition, % at 15 µM | Purified SirT5, succinyl-peptide AMC, trypsin-coupled fluorescence; in the data active = inhibition above about 15%
Target sequence (Q9NXA8 whole entry, looked up): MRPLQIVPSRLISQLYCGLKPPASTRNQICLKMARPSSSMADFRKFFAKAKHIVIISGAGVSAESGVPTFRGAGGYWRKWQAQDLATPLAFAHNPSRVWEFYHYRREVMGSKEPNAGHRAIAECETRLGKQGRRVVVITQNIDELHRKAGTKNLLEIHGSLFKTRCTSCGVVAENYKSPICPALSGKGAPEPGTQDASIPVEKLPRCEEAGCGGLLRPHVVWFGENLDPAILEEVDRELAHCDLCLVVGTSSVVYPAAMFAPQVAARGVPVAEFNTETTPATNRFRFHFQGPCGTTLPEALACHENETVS
* = called active by the depositor; . = not tested or not shown; & = joins results of further samples. Not all compounds are listed. The share of hits here may be higher or lower than overall.

entry	structure	Cneo AK release	S100A4 MyoIIA	C2C12 statin	XiGFP reactiv	ERAP1 inh	PGC1a acetyl inh	LGR2 antag	SIRT5 inh
1	COc1cccc(CNS(=O)(=O)c2ccc3c(c2)CC(C)N3C(=O)C2CC2)c1 (configuration not stated)	0.0	-3.5	26.8	0.0	-1.4	3.9	-1.7	-4.4
2	O=C(NCc1cccc(Br)c1)C1CC2Cn3c(nc4ccccc43)C2N1Cc1ccccc1 (configuration not stated)	0.0	-7.5	9.4	0.0	5.0	4.7	3.1	-4.4
3	COc1ccc(CN(C)C[C@H]2OCCCC[C@@H](C)Oc3ccc(NC(=O)NC(C)C)cc3C(=O)N([C@@H](C)CO)C[C@@H]2C)cc1	1.3	-2.2	-11.5	0.0	1.4	8.3	2.9	-7.2
4	O=C(NCCCN1CCCC1=O)C1CCN(S(=O)(=O)c2cccc(C(F)(F)F)c2)CC1	-2.1	-4.7	20.3	0.2	-5.5	.	-10.0	-2.4
5	O=C(Nc1cc(Cl)ccc1O)C1CC(c2ccccc2O)=NO1 (configuration not stated)	6.5	6.8	6.8	0.1	3.3	.	6.4	-1.2
6	O=C(C[C@@H]1C=C[C@@H](NS(=O)(=O)c2ccc(F)cc2)[C@@H](CO)O1)N1CCC(Cc2ccccc2)CC1	49.4	-15.8	7.8	-0.6	-0.2	-0.4	27.6	-3.0
7	O=C(N/N=C\c1ccccn1)c1ccccc1O	.	-3.6	.	0.1	3.6	6.2	.	3.7
8	O=C(C1CCOCC1)N1CC(=O)N2[C@H](CO)[C@H](c3ccc(-c4ccccc4F)cc3)[C@@H]2C1	.	-8.3	.	0.3	-0.2	-2.0	1.1	-1.1
9	CO[C@H]1CN(C)C(=O)c2ccc(NC(=O)Nc3cccc(Cl)c3)cc2OC[C@H](C)N(C(=O)Nc2c(C)noc2C)C[C@H]1C	-4.6	-2.0	7.1	-0.1	-0.8	.	4.1	-0.2
10	CCS(=O)(=O)Nc1ccc2c(c1)C(=O)N(C)C[C@@H](OC)[C@@H](C)CN(CCC(F)(F)F)[C@@H](C)CO2	1.9	2.6	18.5	0.2	-2.4	-2.2	-5.3	0.4
11	C/C(=N/NC(=O)CNC(=O)COc1ccccc1)c1ccc(Cl)cc1	-0.6	11.5	11.3	0.2	-5.3	-0.9	4.9	3.2
12	C[C@@H]1CN([C@@H](C)CO)C(=O)c2cc(NS(=O)(=O)c3cn(C)cn3)ccc2O[C@@H]1CN(C)Cc1ccc(Cl)c(Cl)c1	0.4	-9.7	20.7	-0.1	-0.4	-1.4	-6.2	-0.7
13	CC(C)NC(=O)Nc1ccc2c(c1)CC(=O)N([C@@H](C)CO)C[C@H](C)[C@@H](CN(C)S(=O)(=O)c1cccs1)O2	3.7	7.5	-12.9	0.0	3.9	0.2	6.0	-1.9
14	O=C(O)CC/C(=C\c1cccc(NC(=O)c2ccccc2Cl)c1)c1nc2ccccc2s1	-1.6	-0.9	8.8	0.0	-5.8	0.2	-12.6	6.8
15	Cn1nccc1NC(=O)COCC(=O)O	.	-0.6	.	0.0	4.5	.	4.6	-3.1
16	O=C(NCC1CCCN1S(=O)(=O)c1ccccc1)C(=O)NC1CC1 (configuration not stated)	-3.7	-2.7	0.0	0.3	1.1	9.9	6.9	-1.4
17	O=C(COC(=O)Cc1ccc(Cl)cc1)NCCc1ccccc1	-0.6	-3.1	10.7	0.1	-6.5	7.6	6.3	2.5
18	COc1ccccc1C(=O)Nc1nnc(-c2ccc3c(c2)CCCC3)o1	-2.2	0.2	-14.4	0.1	4.2	1.8	-27.3	-1.2
19	CN(c1ccccc1)c1nc(N)c([N+](=O)[O-])c(Nc2ccc(F)cc2)n1	1.5	-10.9	-8.2	0.0	-0.4	-12.3	-7.6	-8.0
20	CCOC(=O)c1c(S(=O)(=O)NCC2CCN(CCc3cccs3)CC2)c(C)n(C)c1C	1.2	-10.9	-34.1	0.2	2.1	.	7.8	-2.9
21	COc1ccc(C(CNCC(O)COc2c(C)ccc(C)c2C)N(C)C)cc1 (configuration not stated)	-3.5	0.9	0.7	0.0	-3.3	-17.0	-11.4	-7.9
22	O=C(CCN1C(=O)c2ccccc2C1=O)Nc1ccc(F)cc1	-1.0	.	-7.0	.	.	3.0	14.1	.
23	COc1ccc(S(=O)(=O)Nc2ccc3c(c2)C(=O)N([C@@H](C)CO)C[C@H](C)[C@@H](CN(C)C(=O)c2ccncc2)OCCCC[C@@H](C)O3)cc1	1.0	-0.2	.	0.3	1.4	-1.0	0.6	1.3
24	COc1ccccc1C(=O)Nc1cc(-c2ccc(C)cc2)no1	-0.9	5.7	-5.3	0.1	0.1	-12.6	-73.2	-0.2
25	C[C@H]1CN([C@@H](C)CO)C(=O)c2cc(NC(=O)CCCN(C)C)ccc2O[C@H]1CN(C)Cc1ccc2c(c1)OCO2	63.6	0.7	.	0.2	9.1	2.7	0.4	-2.0

Pulled by compound from the entries so far:
entry	structure	Cneo AK release	S100A4 MyoIIA	C2C12 statin	XiGFP reactiv	ERAP1 inh	PGC1a acetyl inh	LGR2 antag	SIRT5 inh
20	CCOC(=O)c1c(S(=O)(=O)NCC2CCN(CCc3cccs3)CC2)c(C)n(C)c1C	1.2	-10.9	-34.1	0.2	2.1	.	7.8	-2.9
8	O=C(C1CCOCC1)N1CC(=O)N2[C@H](CO)[C@H](c3ccc(-c4ccccc4F)cc3)[C@@H]2C1	.	-8.3	.	0.3	-0.2	-2.0	1.1	-1.1
7	O=C(N/N=C\c1ccccn1)c1ccccc1O	.	-3.6	.	0.1	3.6	6.2	.	3.7

Additional structures
entry	structure	Cneo AK release	S100A4 MyoIIA	C2C12 statin	XiGFP reactiv	ERAP1 inh	PGC1a acetyl inh	LGR2 antag	SIRT5 inh
26	CN1C2Cc3c(n(C)c4ccccc34)C1CC=C2CO (configuration not stated)	1.9	-7.6	-8.4	-0.6	-4.5	.	0.7	.
27	O=C(NCC1CC1)[C@@H]1[C@@H](CO)[C@@H]2Cn3c(ccc(-c4ccncc4)c3=O)[C@@H]2N1Cc1cocn1	-1.9	11.0	-0.7	0.2	2.0	6.0	8.0	-5.1
28	CC(C)C[C@H](NC(=O)c1nc[nH]c1C(=O)N[C@@H](CCCCNC(=O)OC(C)(C)C)C(=O)OC(C)(C)C)C(=O)OCc1ccccc1	-0.8	1.9	12.1	0.1	4.6	-18.3	19.8	-0.9
29	CCCCCCCCC(=O)N1C(C)CCC1C (configuration not stated)	8.7	-13.0	5.8	0.1	-1.5	6.2	0.8	0.5
30	COc1ccc(C2=NN(CC(=O)Nc3ccccc3C)C(=O)CC2)cc1	13.2	4.3	-7.3	0.0	1.1	-11.5	2.5	-2.1
31	O=[N+]([O-])c1ccccc1S(=O)(=O)N1CCCc2ccccc21	-2.8	1.4	9.8	0.4	-4.3	.	4.9	-6.9
32	C[C@H]1CN([C@@H](C)CO)S(=O)(=O)c2ccc(Br)cc2O[C@H]1CN(C)C(=O)c1cnccn1	-2.6&-2.0&-1.2	-21.4&-7.1&9.2	1.6&2.3&2.6	-0.2&-0.2	-5.2&1.7&1.5	-2.9&1.6	-15.0&-8.7	-2.5&-2.4&0.3
33	CCC(=O)N1[C@H](CN(C)C(=O)c2ccccc2F)[C@@H](c2ccccc2)[C@@H]1CO	0.8	.	-6.7	0.0	.	3.5	4.6	.
34	Cc1cc(C(=O)Nc2cccc3c2O[C@@H](CN(C)Cc2ccc(Cl)c(Cl)c2)[C@H](C)CN([C@@H](C)CO)C3=O)n(C)n1	0.3	2.3	-29.1	-1.0	4.9	-2.3	-1.1	4.4
35	Cc1ccc2c(c1)C(=O)CC1(CCC(C(C)(C)C)CC1)O2 (configuration not stated)	10.7	7.1	19.8	0.2	-1.0	.	6.6	-2.9
36	CCS(=O)(=O)N[C@@H]1CC[C@@H](CC(=O)Nc2ccc(-c3ccccc3)cc2)O[C@@H]1CO	0.5	-1.7	4.8	0.3	-0.5	-18.4	-3.1	0.7
37	CCN(C(=O)COC(=O)c1cc(S(=O)(=O)N2CCOCC2)ccc1F)C1CCS(=O)(=O)C1 (configuration not stated)	.	-2.4	-5.6	0.1	-1.9	-7.0	6.4	-1.2
38	Cc1[nH]c(=O)[nH]c(=O)c1N(C)C	.	-18.0	.	0.4	-2.4	.	-0.5	-9.8
39	COC(=O)c1ccc2nc(C(C)(C)C)c(Cc3ccc(OC)cc3C)n2c1	-0.6	-17.5	-0.2	0.0	-1.3	1.3	14.3	-0.8
40	COC(=O)C1=NN(C(=O)c2cccc(Cl)c2)C(O)(C(C)(C)C)C1 (configuration not stated)	-2.6	.	.	0.0	.	2.0	22.0	.
41	CCNC(=O)[C@H]1[C@H](CO)[C@H]2Cn3c(ccc(-c4ccccc4)c3=O)[C@H]2N1CC1CC1	2.7	-0.4	15.0	0.4	0.9	.	9.2	-0.1
42	COc1ccc(NS(=O)(=O)c2ccc(-n3nnc4ccccc43)c([N+](=O)[O-])c2)cc1	0.4	5.1	-66.1	.	0.7	-3.1	-7.9	1.3
43	COc1ccc(Cc2nc3ccc(C(=O)N(C)CC4COCCO4)cc3o2)cc1 (configuration not stated)	1.0	-5.9	7.6	0.0	0.9	.	-0.2	1.6
44	CCCC(C(=O)NC(C)(C)C)N(CCN1CCOCC1)C(=O)CNS(=O)(=O)c1ccccc1 (configuration not stated)	4.7	-0.8	2.5	0.1	-4.1	.	-12.3	-0.6
45	COc1ccc(S(=O)(=O)N2CCN(C(=O)c3ccco3)CC2)cc1C(C)(C)C	9.1	-4.3	-17.9	0.3	1.2	.	-2.9	-5.2
46	COC(=O)c1ccc(-c2ccc([C@H]3[C@H]4C=CC[C@@H](C)[C@@H]4C(=O)N3Cc3ccccc3)c(F)c2)cc1	-2.2	6.4	-24.5	0.2	-5.2	.	4.3	-0.2

Structural class, the compounds so far containing a COOH group.
entry	structure	Cneo AK release	S100A4 MyoIIA	C2C12 statin	XiGFP reactiv	ERAP1 inh	PGC1a acetyl inh	LGR2 antag	SIRT5 inh
14	O=C(O)CC/C(=C\c1cccc(NC(=O)c2ccccc2Cl)c1)c1nc2ccccc2s1	-1.6	-0.9	8.8	0.0	-5.8	0.2	-12.6	6.8
15	Cn1nccc1NC(=O)COCC(=O)O	.	-0.6	.	0.0	4.5	.	4.6	-3.1

High-throughput results deposited in PubChem BioAssay by Broad Institute.
